# Lipid droplet: inhibitors of hepatocyte lipid droplet formation, primary screen, imaging, high-throughput imaging, BODIPY stain. AML12 mouse hepatocytes, oleate lipid droplets. inhibition, % at 6.5 µM. 240,000 tested, 0.4% active. AID 1656, 2009;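 active = lipid droplet intensity inhibited by at least 50%, with more than 500 cells counted; inconclusive = wells with under 300 cells, treated as cytotoxic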
#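 Technique: fluorescence imaging, 20x objective, two fields per well / Assay system: AML12 hepatocytes (mouse) / Measure: % inhibition of lipid droplet signal / Doses: 6.5 µM single-point dosing / Incubation: overnight exposure / Reagent: 100 µM oleic acid challenge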
# WT yeast gro inh: growth inhibition of WT strain, primary screen, mitochondrial fusion inhibitor project, WT and mutant strains, chemical genetic | mitochondrial fusion phenotypic screen | inhibition, % at 10 µM | 190,000 tested, 2.1% active | AID 1362, 2008; in the data active = inhibition above about 58%; tested in S. cerevisiae
# bCat nuc transl: modulators of beta-catenin nuclear translocation, primary screen, imaging, HeLa cells, immunofluorescence, high-content | nuclear translocation activity, % at 5 µM | 190,000 tested, 0.3% active | AID 1665, 2009;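 active = nuclear translocation activity above 50% at 5 µM, with a well cell count of 50 or more; inconclusive = wells under 50 cells across six images, flagged as toxic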;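 also: per-cell ratio of nuclear to cytoplasmic median beta-catenin stain intensity; plate controls were DMSO negative control for no effect and GSK-3 inhibitor IX positive control for full effect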
#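 System: Human HeLa cells, endogenous beta-catenin | Compound dosing: 5 µM primary, 0.02–20 µM confirmation | Timing: 24 h compound exposure at 37°C, 5% CO2 | Measured by: Fluorescence imaging of beta-catenin antibody stain plus DAPI | Read-out basis: % activation of per-cell nuclear versus cytoplasmic median beta-catenin signal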
# West Nile virus CPE: West Nile virus antiviral activity, cell-based, CPE readout (AID 1621). West Nile virus-infected cells, CPE inhibition; higher % means a stronger effect. CPE inhibition, % at 10 µM; hits with a dose series show IC50 in µM. 290,000 tested, 0.02% active; in the data active = a potency from the dose series; inconclusive = CPE inhibition mostly from about 3.7% at the one dose, without a potency; inactive = the rest, 99 in 100 with CPE inhibition below about 2.2%; also: strong numbers were not always called active
# MT stabilizer: microtubule stabilizers in HeLa cells, primary screen, imaging, high-content imaging | HeLa tubulin immunostaining HCS, 24 h; share of cells brighter than vehicle mean+2SD | % tubulin-high responders, % at 10 µM | 200,000 tested, 0.83% active;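 active = plate Z-score above 3 for both tubulin-high and condensed-nucleus cell shares, with cell loss under 80%, at 10 µM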;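 also: anti alpha tubulin signal scored within the nucleus-defined area of each cell; some results filed as inactive read as strong as hits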
# Insulin prom up: insulin promoter activators in MIN6 cells, imaging, high-content screening, mouse beta cells; MIN6 insulin promoter-GFP reporter; active compounds read high; z-score at 5 µM; 190,000 tested, 0.3% active;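 active = z-score above 3 at 5 µM with at least 500 cells counted in the well; inconclusive = wells under 500 cells, flagged as cytotoxic or low count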
# Myeloid diff 2: induction of myeloid progenitor differentiation, primary screen, cell-based, flow cytometry, MLPCN library; AID 624256, 2012; ER-HoxA9 myeloid progenitors, lysozyme-GFP differentiation; 360,000 tested, 1% active; calls only at 10 µM;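 active = normalized GFP-positive differentiation at or above the plate's own cutoff, the solvent-only control mean plus 3 SD; inconclusive = no clear call, values can overlap the other calls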;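 also: cells exposed to compound for four days before flow analysis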
# Autophagy mod: autophagy modulators in MEF cells, primary screen, imaging, high-content, MEF GFP-LC3 | MEF GFP-LC3 puncta imaging; test concentration mostly 10 µM | AID 463193, 2010 | calls only at 10 µM (by protocol) | 190,000 tested, 0.98% active;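 active = percentage of spot-positive cells more than 3 SD above its plate mean, without a fluorescence outlier flag or 80% toxicity; inconclusive = no clear call, values can overlap the other calls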;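 also: spot-positive cell cutoff set from DMSO-treated cells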
# T cell modulator: modulators of CD8 T cell-vesicle binding, primary screen, mouse 2C CD8+ T cells, flow cytometry; 2C CD8+ T cell-vesicle binding; active compounds read low; AID 2052, 2009; 330,000 tested, 0.068% active; calls only at 7 µM;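 active = response, share of CD8 T cells binding vesicles, and their 90th percentile fluorescence all below set limits, cut at about 80% in these data, passing the limit was not always enough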
#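 Read-out – percent CD8+ FL2 mean versus row control · System – murine 2C transgenic CD8+ T lymphocytes · Times – 1.5 h cell–vesicle binding at 37 °C, then 20 min icy labelling · Control set – naked vesicles low, QL9 vesicles with vehicle high · Detection – cytometric PE anti-B7-1 and Alexa647 anti-CD8 signals after 1% paraformaldehyde fixation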
# WT yeast gro inh mutant strain: second read-out of WT yeast gro inh, no call of its own (marks repeat the call); inhibition, %; mitochondrial fusion phenotypic screen, mutant strain inhibition
# Insulin prom up cell count: recorded beside Insulin prom up, whose call it bears; cell count; measured here: cytotoxicity, nuclei count;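 total cells summed across four imaged fields per well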
# Lipid droplet cells 6.5 µM: recorded beside Lipid droplet, whose call it bears; cell count; measured here: cell count, cytotoxicity flag;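 cells counted across two imaged fields per well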
# bCat nuc transl cell count 5 µM: second read-out of bCat nuc transl, no call of its own (marks repeat the call); cell count; measured here: cell count, cytotoxicity flag
# T cell modulator vesicle-bound %: further read-out of T cell modulator, marked with its call; double positive events, %; measured here: CD8+ vesicle-bound cell fraction;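 binding gate set so that unloaded-vesicle control wells show 10% double positive cells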
# MT stabilizer Hoechst-high %: recorded beside MT stabilizer, whose call it bears; % Hoechst-high responders; measured here: nuclear condensation Hoechst responders;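 share of cells brighter than vehicle mean plus two SD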
# MT stabilizer cytotoxicity %: further read-out of MT stabilizer, marked with its call; toxicity, %; measured here: cytotoxicity by cell density;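 0% = mean cell density of plate MIN control wells and 100% = no cells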
# Autophagy mod cell loss 18 h: further read-out of Autophagy mod, marked with its call; toxicity, %; measured here: cell loss, nuclei count;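 cell loss after 18 h compound exposure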
# Myeloid diff 2 GFP+ MAC1+ %: further read-out of Myeloid diff 2, marked with its call; GFP+ MAC1+ double positive, %; measured here: differentiation confirmed by MAC1 staining
# Numbers without * were called inactive; i = inactive; ? = inconclusive; nt = not tested or not shown; + = active, no number.
SMILES,Lipid droplet,Lipid droplet cells 6.5 µM,WT yeast gro inh,WT yeast gro inh mutant strain,bCat nuc transl,bCat nuc transl cell count 5 µM,West Nile virus CPE,MT stabilizer,MT stabilizer Hoechst-high %,MT stabilizer cytotoxicity %,Insulin prom up,Insulin prom up cell count,Myeloid diff 2,Myeloid diff 2 GFP+ MAC1+ %,Autophagy mod,Autophagy mod cell loss 18 h,T cell modulator,T cell modulator vesicle-bound %
CCCCNc1c([N+](=O)[O-])c(=O)n(C)c2ccccc12,15,684,-17,-29,-0.3,1016,-1.2%,2.2,1.6,4.9,-0.17,1489,i,0.4,i,24,i,60
CCOCC(=O)Nc1nnc(Cc2ccc(OC)cc2)s1,-15,727,-20,-6,nt,nt,0.4%,5.0,3.0,3.1,nt,nt,i,0.6,i,-4,i,45
Nc1nc(-c2cccc(NS(=O)(=O)c3ccccc3)c2)cs1,-4,545,4,9,2.5,995,-0.4%,2.4,2.3,4.5,-0.2,1563,i,8.7,i,-5,i,36
C/C(=N/NC(=O)CNC(=O)C1COc2ccccc2O1)c1cccc(O)c1 (stereo unspecified),-7,745,6,10,-1.7,1079,nt,2.2,2.5,0.2,-0.11,1045,i,0.1,i,-9,i,60
C=CCc1cc(C(=O)N2CCCCC2)ccc1O,-1,697,10,16,-0.7,1036,-0.2%,2.5,1.3,3.8,-0.28,1204,i,0.6,i,-6,i,22
COc1ccc(C(=O)/C=C/C(=O)N(CC(=O)NC2CCCCC2)Cc2cccs2)c(O)c1,-6,691,65*,17*,0.6,980,-1.3%,2.0,1.0,0.5,?,nt,i,0.4,i,-13,i,9
COc1ccc(/C=C/C(=O)c2cc(Br)ccc2OC(=O)c2ccco2)cc1OC,1,793,65*,34*,29,165,-0.5%,4.4,1.2,5.3,-0.64,621,i,0.1,i,40,i,29
CC1CCCC/C1=N\NC(=S)NCCc1ccccc1 (stereo unspecified),11,689,37,1,-4.1,1083,-0.9%,4.2,2.8,8.4,nt,nt,i,0.4,i,16,i,35
O=c1c2cc3c(=O)n(CC4CCCO4)c(=O)c3cc2c(=O)n1CC1CCCO1 (stereo unspecified),5,694,2,-38,nt,nt,-0.2%,3.5,2.3,9.0,nt,nt,i,6.1,i,-5,i,41
COc1ccc(OC2C(=O)N(Cc3ccc4c(c3)OCO4)C2c2sccc2C)cc1 (stereo unspecified),nt,nt,0,23,-0.5,1371,1.1%,2.7,1.8,5.2,-1.1,1320,i,9.1,i,-11,i,52
O=C(NC1CCCC1)C1CCC(=O)N1CCc1ccccc1 (stereo unspecified),19,777,-1,-9,-1.5,1163,-0.3%,2.3,1.6,5.5,-0.49,827,i,13,i,-39,i,32
O=C(CN1C(=O)C2CCCCC2C1=O)N1CCN(c2ncccn2)CC1 (stereo unspecified),-4,708,nt,nt,0.0,1249,-0.1%,nt,nt,nt,-0.15,1012,i,0.4,nt,nt,i,13
CC(=O)c1ccc(OCC(O)CN(C)CCOc2ccc(Br)cc2)cc1 (stereo unspecified),-13,808,nt,nt,nt,nt,-0.5%,nt,nt,nt,nt,nt,+,0.8*,nt,nt,i,35
CCC1CCCCN1CCCNC(=O)c1ccc(CS(=O)(=O)c2ccc(Br)cc2)o1 (stereo unspecified),-37,669,nt,nt,nt,nt,-0.2%,nt,nt,nt,nt,nt,i,1.7,nt,nt,i,20
O=C(Nc1ccc2[nH]ncc2c1)C1CCC1,-6,823,nt,nt,nt,nt,1.3%,nt,nt,nt,nt,nt,i,0.5,nt,nt,i,58
CCNc1nc(NC(C)(C)C)nc(N(C#N)CC)n1,nt,nt,4,16,-0.1,1423,-0.4%,4.3,3.1,8.9,0.17,1623,i,0.9,i,12,i,22
CCCC(=O)N1CC(=O)Nc2ccc(F)cc2C1c1ccccc1 (stereo unspecified),nt,nt,7,6,-0.5,1178,0.2%,3.0,1.9,9.2,-0.63,994,i,1.9,i,-1,i,28
COc1ccc(NC(=O)CSCc2ccccc2C)cc1,-6,607,-6,4,-0.9,946,-0.4%,1.3,1.9,9.2,0.06,1293,i,0.9,i,7,i,54
O=C(COc1ccc2ccc(=O)oc2c1)NC1CCCC1,7,872,nt,nt,nt,nt,-0.1%,nt,nt,nt,nt,nt,+,2.2*,nt,nt,i,27
N/C(=N\OC(=O)c1ccc(Cl)cc1Cl)c1ccc(Cl)cc1,nt,nt,17,44,-1.7,1366,0.0%,1.9,1.1,5.2,1.8,1450,i,2.1,i,2,i,20
CCN(CC)C(=O)C1CCCN(Cc2nc(-c3cnccn3)no2)C1 (stereo unspecified),16,745,8,17,-1.3,1009,-0.2%,1.5,1.7,1.2,0.92,1441,i,0.3,i,1,i,33
O=C(/C=C/c1ccccc1)NNC(=O)c1cccs1,1,738,-9,13,-1.5,1024,0.1%,2.3,2.9,4.9,-0.35,1283,i,0.6,i,4,i,36
COC(=O)c1ccc(COC(=O)CNC(=O)c2cccs2)cc1,-7,651,nt,nt,nt,nt,0.3%,nt,nt,nt,nt,nt,?,nt,nt,nt,i,24
CCOc1cc(C=C(C(=O)OC)C(=O)OC)ccc1OCc1ccc([N+](=O)[O-])cc1,-2,685,-12,2,5.7,963,2.8%,5.4,12,12,-0.84,1743,i,0.8,i,-36,i,32
COc1ccc2oc(=O)c(C(=O)NC3CCCCCC3)cc2c1,0,809,nt,nt,nt,nt,0.4%,nt,nt,nt,nt,nt,i,0.2,nt,nt,i,9
# Continued.
SMILES,Lipid droplet,Lipid droplet cells 6.5 µM,WT yeast gro inh,WT yeast gro inh mutant strain,bCat nuc transl,bCat nuc transl cell count 5 µM,West Nile virus CPE,MT stabilizer,MT stabilizer Hoechst-high %,MT stabilizer cytotoxicity %,Insulin prom up,Insulin prom up cell count,Myeloid diff 2,Myeloid diff 2 GFP+ MAC1+ %,Autophagy mod,Autophagy mod cell loss 18 h,T cell modulator,T cell modulator vesicle-bound %
COc1ccc(/C=C/C(=O)N2CCN(C)CC2)cc1S(=O)(=O)N1CCCCC1,7,651,-5,8,0.3,1556,0.2%,2.4,3.4,4.6,0.32,1415,i,0.0,i,-1,i,42
C=CCn1c(C)csc1=Nc1ccc(C(C)=O)cc1,8,692,2,8,-5.9,1107,0.6%,2.8,1.0,7.1,-0.34,1614,i,0.5,i,-23,i,24
FC(F)(F)c1ccccc1NC1=NCCC1,6,682,15,5,-3.0,1075,0.0%,2.1,2.7,13,-0.35,727,i,0.6,i,-8,i,59
Cc1cccc(OCc2n[nH]c(=S)n2Cc2ccccc2)c1,-6,712,65*,51*,0.3,1470,-0.4%,5.3,2.7,8.9,0.29,1351,i,0.6,i,0,i,30
O=[N+]([O-])c1ccc(NCCCNS(=O)(=O)c2ccccc2)cc1,-21,677,20,17,3.3,1433,-1.3%,1.8,2.5,4.9,-1.2,1345,nt,nt,i,18,i,64
Nn1c(Cc2ccccc2F)n[nH]c1=S,9,722,-10,-6,-6.5,1164,0.5%,1.8,2.6,8.1,-0.17,1213,i,0.5,i,4,i,21
CC(=O)Nc1ccc(S(=O)(=O)N2CCN(C(=O)N3CCOCC3)CC2)cc1,3,796,-5,12,nt,nt,0.6%,2.4,1.9,5.0,2.5,1240,i,0.2,i,1,i,28
CC(=O)c1cccc(NS(=O)(=O)N(C)C)c1,-13,682,-2,-6,nt,nt,0.3%,3.3,2.0,7.7,nt,nt,i,1.0,i,4,i,37
CCC1CCC(NC2CCCCNC2=O)CC1 (stereo unspecified),-2,743,13,9,-2.8,1255,-0.1%,4.1,2.0,5.7,-0.14,1282,i,5.1,i,15,i,17
Cc1cc(NS(=O)(=O)c2c(C(=O)N3CCOCC3)c(C)n(C)c2C)ccc1Br,-23,756,nt,nt,nt,nt,-0.1%,nt,nt,nt,nt,nt,i,1.3,nt,nt,i,22
COc1cc(C)c(C(=O)Oc2cc(C)c(C(=O)O)c(O)c2)c(O)c1,16,721,nt,nt,0.5,1154,0.6%,nt,nt,nt,0.53,972,i,1.8,nt,nt,i,32
O=C(Cc1ccc(Cl)cc1Cl)OCC(=O)N1CCCCC1,-7,790,nt,nt,nt,nt,-0.6%,nt,nt,nt,nt,nt,i,0.6,nt,nt,i,18
CCOc1ccccc1NC(=O)CSc1nnc(NC(=O)c2ccco2)s1,0,816,nt,nt,nt,nt,1.6%,nt,nt,nt,nt,nt,i,1.1,nt,nt,i,62

# Among those listed so far, 3 contain a nitro group on carbon:
SMILES,Lipid droplet,Lipid droplet cells 6.5 µM,WT yeast gro inh,WT yeast gro inh mutant strain,bCat nuc transl,bCat nuc transl cell count 5 µM,West Nile virus CPE,MT stabilizer,MT stabilizer Hoechst-high %,MT stabilizer cytotoxicity %,Insulin prom up,Insulin prom up cell count,Myeloid diff 2,Myeloid diff 2 GFP+ MAC1+ %,Autophagy mod,Autophagy mod cell loss 18 h,T cell modulator,T cell modulator vesicle-bound %
CCCCNc1c([N+](=O)[O-])c(=O)n(C)c2ccccc12,15,684,-17,-29,-0.3,1016,-1.2%,2.2,1.6,4.9,-0.17,1489,i,0.4,i,24,i,60
CCOc1cc(C=C(C(=O)OC)C(=O)OC)ccc1OCc1ccc([N+](=O)[O-])cc1,-2,685,-12,2,5.7,963,2.8%,5.4,12,12,-0.84,1743,i,0.8,i,-36,i,32
O=[N+]([O-])c1ccc(NCCCNS(=O)(=O)c2ccccc2)cc1,-21,677,20,17,3.3,1433,-1.3%,1.8,2.5,4.9,-1.2,1345,nt,nt,i,18,i,64
